Screening results: PubChem BioAssay, several laboratories
LRH-1 inv ag: NR5A2 inverse agonism in reporter assay | O00482 | HEK293T StAR-luciferase reporter, LRH-1 transfected, 24 h | inhibition, % at 3.6 µM | actives 0.13% (n = 360,000);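 active = inhibition above the mean inhibition of all tested compounds plus 3 SD, cut at about 73% in these data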;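 note: 0% = DMSO wells and 100% = reporter-only cells lacking LRH-1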
TLR9-MyD88 block: inhibitors of human TLR9-MyD88 binding; Q9NR96+Q99836; inhibition, % at 4.98 µM; actives 0.21% (n = 340,000); CHO BLA complementation TLR9-MyD88, CCF4 FRET ratio;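 active = inhibition above the mean over all tested compounds plus 3 SD, cut at about 21% in these data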;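 note: 0% = DMSO only wells and 100% = clavulanate BLA inhibitor control wells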
TRAIL sens C8: caspase-8 TRAIL sensitization; NB7+C8 cells + TRAIL, ATPlite viability luminescence; inhibition (viability loss, TRAIL sensitization), % at 10 µM; actives 1% (n = 360,000); AID 624354;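 active = compounds causing at least 50% loss of cell viability in the single-dose screen, relative to plate controls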
SRC3 inh: inhibitors of human steroid receptor coactivator 3 (SRC3); Q9Y6Q9; actives 0.17% (n = 360,000); HEK293 GAL4-SRC3 luciferase reporter, luminescence; AID 588352; inhibition, % at 3.6 µM;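 active = inhibition above a per-campaign cutoff, the mean of all compounds plus 3 SD, cut at about 60% in these data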;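 note: 0% = DMSO-treated cells and 100% = gossypol-treated cells at 36 µM; higher means less SRC3-driven luciferase light from the GAL4 reporter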
TROY signal inh: blocks TROY-dependent signaling in reporter cells; Q293 LMP1-TROYcd NF-kB luciferase reporter, 4 h; inhibition, % at 10 µM; actives 0.98% (n = 360,000); AID 1347056;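 active = compounds whose plate-normalised and pattern-corrected inhibition of the luciferase reporter signal at the single screening dose is 50% or more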
NR2F2 inh: inhibitors of human COUP-TFII (NR2F2); P24468; HEK293T NGFI-A luciferase reporter, luminescence; inhibition, % at 8.6 µM; actives 0.7% (n = 370,000); AID 686940;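 active = inhibition above a per-plate cutoff, mean inhibition of test wells between control levels plus 3 SD, cut at about 38% in these data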;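 note: cells cotransfected with COUP-TFII expression vector driving the NGFI-A reporter; 0% = median of COUP-TF2 test wells and 100% = reporter-only cells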
NCOA1 inh: human NCOA1 inhibition | HEK293 GAL4-SRC1 luciferase reporter, luminescence | Q15788 | actives 0.12% (n = 360,000) | inhibition, % at 3.6 µM;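 active = inhibition above the campaign mean plus 3 SD, with each screening campaign given its own cutoff, cut at about 60% in these data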;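 note: 0% = DMSO treated cells and 100% = gossypol at 36 µM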
NCOA2 inhibitor: human SRC2 (NCOA2) inhibition | inhibition, % at 9 µM | Q15596 | HEK293 GAL4-SRC2 luciferase reporter, luminescence | actives 0.17% (n = 370,000) | AID 651957;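 active = inhibition above the mean inhibition of all tested compounds plus 3 SD, set per campaign, cut at about 52% in these data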;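 note: 0% = DMSO treated cells and 100% = cells given Gossypol at 36 µM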
TWEAK Fn14 block: blocks TWEAK-Fn14 interaction in a reporter cell assay. actives 2% (n = 360,000). TWEAK-stimulated Fn14 reporter cells, luciferase luminescence, 8 h. inhibition, % at 10 µM; in the data active = inhibition above about 50%
LMP1 NFkB inh: Epstein-Barr LMP1 NF-kappaB reporter inhibition | LMP1-induced NF-kappaB luciferase reporter cells, luminescence | inhibition, % at 12.5 µM | actives 0.69% (n = 350,000) | AID 504558; in the data active = inhibition above about 41%;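 note: 0% = neutral control wells and 100% = reference inhibitor control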
NOD2-RIPK2 inh: blocks binding of human NOD2 to RIPK2 | actives 0.38% (n = 360,000) | inhibition, % at 4.98 µM | CHO BLA complementation NOD2-RIPK2, CCF4 ratio | AID 624267; in the data active = inhibition above about 21%;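 note: 0% = vehicle only and 100% = reference blocker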
The depositor's hits bear a star; / = no result given. An excerpt (hit frequency here may not be typical).

SMILES | LRH-1 inv ag | TLR9-MyD88 block | TRAIL sens C8 | SRC3 inh | TROY signal inh | NR2F2 inh | NCOA1 inh | NCOA2 inhibitor | TWEAK Fn14 block | LMP1 NFkB inh | NOD2-RIPK2 inh
CCOC(=O)CCNC(=O)N1CCCC(C(=O)c2cccc(Cl)c2)C1 (centres undefined) | -22 | -8 | 1 | -4 | -1 | -11 | -16 | 10 | 4 | 1 | -10
CCOC(=O)Cc1nc2nc(C)cc(C)n2n1 | 2 | 2 | 2 | 9 | -12 | -14 | 3 | -2 | -2 | -7 | 1
COc1ccc(Cl)cc1NC(=O)c1[nH]c(C)c(C(C)=O)c1C | 20 | -4 | 23 | 1 | 12 | -3 | -10 | -1 | 0 | 0 | 0
COc1nc(OC)nc(N2CCC(C(=O)NCc3ccco3)CC2)n1 | 23 | -4 | -1 | 6 | -6 | -4 | 5 | -52 | -14 | 0 | 0
CCCc1cc(=O)oc2c3c(cc(OCC(=O)NCc4ccccn4)c12)OC(C)(C)CC3 | 31 | -8 | 42 | 12 | -9 | -19 | -3 | -5 | 11 | 7 | 0
COC(=O)c1c(-c2cccc(OC)c2)csc1N | -3 | -10 | -3 | 26 | -8 | 7 | 9 | 17 | -10 | -4 | -13
Cc1ccc(C)c(N2C(=O)CC(Cc3ccccc3)C2=O)c1 (centres undefined) | 11 | -2 | -2 | -13 | -3 | 6 | -10 | -8 | 12 | 75* | -25
CCOC(=O)[C@]12CCCC=C1N(CCC1=CCCCC1)C(=O)[C@H](CC(=O)NCCCCc1ccccc1)C2 | -16 | / | 18 | / | / | 12 | / | -23 | / | / | -11
O=S(=O)(c1ccc2nc(Nc3ccccc3)ccc2c1)N1CCCCC1 | 5 | -8 | 37 | -9 | 29 | 5 | -17 | 26 | 25 | -27 | -10
COc1ccc(Cn2c(SC)nc3ccccc32)cc1[N+](=O)[O-] | 3 | 5 | 2 | 13 | 11 | -15 | -3 | -8 | -16 | 14 | -9
Cc1onc(-c2ccccc2)c1C(=O)N1CCN(C(=O)c2ccco2)CC1 | 7 | -6 | -9 | -3 | 8 | -15 | -2 | -1 | 1 | -6 | -4
COc1ccc(N2CCN(CCNC(=O)Nc3ccc([N+](=O)[O-])cc3OC)CC2)cc1 | -15 | -11 | -20 | -1 | 7 | 4 | 3 | 0 | -8 | 2 | -20
CS(=O)(=O)N(CC(=O)N1CCCC1)c1ccc(Cl)cc1 | 6 | -2 | -8 | 6 | -6 | 17 | 17 | 29 | 6 | 0 | -7
O=C(Cc1cccs1)NCc1ccncc1 | 13 | -2 | -13 | -22 | -2 | 11 | 0 | -14 | -19 | -7 | -12
CCOc1c(Br)cc(C2CC(=O)Nc3cc(OC)c(OC)cc32)cc1OC (centres undefined) | -4 | 0 | -18 | -19 | -10 | 3 | -3 | -4 | -30 | -6 | -4
CCCn1c(=O)c2ccccc2n2c(SCCOc3ccccc3)nnc12 | 5 | -7 | 17 | 12 | 4 | -12 | 2 | 5 | -2 | -3 | 5
COCCCNC(=S)Nc1ccc2nc3n(c(=O)c2c1)CCCCC3 | 9 | 7 | -5 | 7 | -24 | 8 | -5 | -21 | -8 | 1 | -1
COc1ccc(Cl)cc1NC(=O)N1CCC(C)CC1 | -38 | 1 | -1 | 9 | -1 | 16 | 10 | 5 | -6 | -4 | -2
CC1CCN(C(=O)Cn2c(=O)n(CCCC(=O)NCc3ccco3)c(=O)c3sccc32)CC1 | 3 | -9 | -8 | 2 | -6 | -12 | -1 | 3 | 2 | -3 | 3
CC(=O)c1ccc(Sc2ccccc2)cc1 | 13 | 3 | -7 | 13 | -27 | -16 | 2 | 6 | -12 | -5 | 12
Cc1ccc(OCC(=O)NCC(=O)Nc2ccc(F)c(F)c2F)c([N+](=O)[O-])n1 | -8 | 1 | 0 | 2 | -21 | -6 | -22 | -30 | -7 | -13 | -4
O=c1c(C/C=C/c2ccccc2)c(O)ccn1CCc1c[nH]c2ccccc12 | 10 | 10 | 1 | -2 | -3 | 6 | -3 | 24 | 14 | 4 | 12
O=C(O)C1=CC[C@@H](c2ccc(Cl)cc2)N(S(=O)(=O)c2ccc(Cl)cc2)[C@H]1c1ccc(Br)cc1 | -6 | -9 | 4 | 0 | 47 | -3 | 4 | 22 | 23 | 6 | -11
COc1ccc(NC(=O)[C@H](C)NC(=O)C2CCN(S(=O)(=O)c3ccc(C)cc3)CC2)cc1OC | 0 | -5 | -6 | 16 | 16 | 2 | 10 | -9 | 7 | 4 | -1
CSc1nc(-c2ccccc2)cn1-c1ccc(NC(C)=O)cc1 | -55 | 4 | -11 | -32 | -38 | -43 | -22 | -43 | -33 | -7 | -15
O=C(Cc1ccc(NC(=O)C2CCCN(C(=O)C3CC3)C2)cc1)Nc1cccc(C(=O)N2CCCCC2)c1 (centres undefined) | -39 | -6 | 2 | -23 | -8 | -19 | -4 | 21 | 11 | -1 | -2
COc1cccc(-c2ocnc2C(=O)Nc2ccc3c(c2)CCC3)c1 | -16 | -5 | 8 | 4 | -48 | -11 | -23 | -11 | -26 | -4 | -9
COc1ccc(NC(=O)CN2C(=O)NC3(CCCCC3C)C2=O)cc1OC (centres undefined) | -22 | -2 | -1 | -5 | -13 | -20 | 4 | 3 | -6 | 4 | 3
CC1CCN(C(=O)c2[nH]cnc2C(=O)N[C@@H](C)C(=O)OC(C)(C)C)CC1 | 12 | -1 | -11 | 0 | 13 | 12 | -34 | 15 | 4 | 5 | 1
CCN(C[C@H]1N[C@@](Cc2ccccc2)(C(=O)OC)[C@H]2C(=O)N(Cc3ccccc3)C(=O)[C@@H]12)C(=O)c1ccc(F)cc1 | 7 | 3 | 10 | 11 | 3 | 2 | 10 | -7 | 8 | -8 | -9
COC(=O)[C@@]1(Sc2ccc(C)cc2)CC(=O)N(C(=O)c2ccccc2)[C@@H]1c1ccccc1 | 16 | / | 5 | / | -15 | 10 | / | -5 | 26 | / | -8
CCCCNC(=O)c1onc(CSc2ccc(F)cc2)c1C(=O)NCCCC | 26 | 2 | -7 | -11 | -3 | 2 | -17 | 3 | -15 | 2 | -8
Cc1cc(C)c2c(=O)n3c(nc2c1)C(Cc1ccccc1)NC(=O)c1cc2ccccc2cc1-3 (centres undefined) | 1 | 1 | 19 | 7 | 6 | -8 | -20 | 0 | -12 | 3 | -2
COc1ccccc1N1CCN(CC(=O)Nc2nc(C)c(C(=O)N(C)C)s2)CC1 | 12 | 4 | 1 | -7 | -7 | -4 | 9 | -40 | -10 | 0 | 1
Cc1ccc(CC2S/C(=C(/C#N)C(=O)NCc3ccco3)N(c3ccccc3)C2=O)cc1 (centres undefined) | -1 | -1 | -6 | -28 | -9 | -2 | -14 | -33 | 35 | 4 | -15
COc1ccc(F)cc1S(=O)(=O)NC1CCCCCC1 | -5 | -7 | 5 | 16 | -4 | 9 | -2 | -13 | 10 | -7 | -4
Cc1ccc(F)c(S(=O)(=O)NC(=O)C2(C)CCN2C(=O)c2ccccc2)c1 (centres undefined) | 6 | / | 2 | 0 | -3 | 4 | 14 | -37 | 4 | / | -5
COC(=O)c1ccc2nc(-c3ccccc3)c(Cc3ccc(OC)cc3C)n2c1 | -61 | / | 9 | / | -59 | -30 | / | -53 | -4 | / | 2
COc1ccccc1CC(=O)Nc1ccc2c(c1)C(=O)NC2=O | 10 | 0 | -4 | 19 | 1 | -4 | 12 | -12 | -13 | -6 | 7
O=C(Nc1nccs1)c1cnc2sccn2c1=O | -38 | -1 | -4 | -74 | -33 | -27 | -47 | -62 | 6 | -2 | -11
COC(=O)C1CCN(CC(=O)Nc2ccc3c(c2)OCCO3)CC1 | -32 | -6 | -10 | -19 | -17 | -18 | -4 | -42 | -4 | -1 | -16
O=C(Nc1ccc2nc(-c3ccc(Br)o3)[nH]c2c1)c1cccs1 | -82 | -2 | 35 | 8 | -28 | -15 | -12 | -46 | -25 | 6 | -3
FC(F)Oc1ccccc1NC(=S)NCc1ccco1 | 12 | 2 | 11 | 8 | -21 | 12 | -2 | -8 | -21 | -4 | -13
Cc1ccc(CC(=O)c2ccc(Cl)cc2)cc1 | -17 | -7 | -23 | -8 | -36 | -30 | -39 | -28 | -37 | -18 | -7
Cc1ccc(-c2ccc(C)c(N)c2C)c(C)c1N | 9 | -12 | -11 | 11 | -15 | 11 | 7 | -2 | 5 | -6 | 2
O=C(Nc1cccs1)Nc1ccc(F)cc1F | -44 | -5 | 14 | -27 | -22 | -22 | -9 | -37 | -6 | 1 | -5
Cn1ccnc1SCC(=O)Nc1cccc([N+](=O)[O-])c1 | 0 | -1 | 0 | 4 | 7 | -3 | -12 | -22 | -1 | -7 | 0
Cc1cc(N2CCCC2)ccc1/C=C1/C(=O)N(C)C(=S)N1C | 22 | -8 | -11 | -7 | -5 | 3 | -7 | -3 | 21 | 3 | -5
O=C(COC(=O)c1ccc(F)cc1)Nc1ccccc1N1CCOCC1 | 2 | -10 | 6 | 10 | 5 | -13 | 3 | -3 | -2 | -9 | -12
CCn1c(SCC(=O)c2ccc(C)cc2)nnc1-c1ccncc1 | -35 | -6 | 9 | 25 | -11 | -10 | 6 | -12 | -8 | -4 | 1
Next results.
SMILES | LRH-1 inv ag | TLR9-MyD88 block | TRAIL sens C8 | SRC3 inh | TROY signal inh | NR2F2 inh | NCOA1 inh | NCOA2 inhibitor | TWEAK Fn14 block | LMP1 NFkB inh | NOD2-RIPK2 inh
Cc1ccc2cc(C#N)c(SCC(=O)N3CCCc4ccccc43)nc2c1C | -14 | -3 | -3 | -10 | 1 | -5 | -4 | 2 | 1 | -1 | -9
Cc1ccc(C2=NN3C(C2)c2ccccc2OC32C(=O)Nc3ccccc32)cc1 (centres undefined) | -161 | 8 | -7 | -132 | -5 | -44 | -133 | -58 | 7 | -79 | -9
Cc1ccc2[nH]c(=O)cc(C(=O)OCC(=O)c3ccccc3)c2c1 | 6 | 3 | 1 | -4 | 11 | 12 | 0 | 22 | 4 | 3 | 0
C(=N\Nc1nncn1/N=C/c1ccco1)/c1ccco1 | 32 | -16 | -2 | 16 | 11 | -23 | -4 | -11 | -10 | -9 | -97
COCCn1c(SCC(=O)c2ccc3c(c2)OCCO3)nnc1-c1ccco1 | -4 | -6 | -14 | 2 | -9 | 15 | -8 | 12 | -16 | 6 | -8
CCc1ccc(NC(=O)CCS(=O)(=O)c2ccc(Br)cc2)cc1 | 9 | -5 | -7 | 20 | 3 | -14 | 10 | 16 | -6 | 9 | -3
CCOc1ccc2nc(NC(=O)CCn3cccc3)sc2c1 | -16 | -6 | 12 | -34 | -50 | 2 | -37 | -74 | -9 | -10 | -16
C/C(=N\NC(=O)c1ccc(NS(=O)(=O)c2cccs2)cc1)c1ccc2c(c1)OCO2 | -20 | 14 | 1 | -21 | 7 | 1 | 0 | 5 | -10 | -2 | -12
Cc1cccc(CCNC(=O)C2CCC(CNS(=O)(=O)c3cccs3)CC2)c1 (centres undefined) | 10 | 0 | -3 | 7 | -4 | 0 | -12 | -26 | -12 | -5 | 2
Cc1noc(C)c1COc1ccc(C(=O)N2CCN(S(=O)(=O)c3ccc(F)cc3)CC2)cc1 | -8 | -3 | 11 | 10 | 5 | -17 | 2 | 2 | 2 | -4 | 3
